SIAH1 antagonists – Siah-1 peptide-binding antagonists, primary screen, biochemical, fluorescence polarization, rhodamine-plectin, uHTS (AID 1817) | Siah-1 / rhodamine-plectin peptide fluorescence polarization; higher % means a stronger effect | one-dose displacement, % at 20 µM; IC50 in µM for titrated hits | hit rate 0.02% among 290,000;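 active = displacement of at least 50% at 20 µM, with a fluorescence ratio check between 0.3 and a set limit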;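 also: plate controls were Siah plus tracer with DMSO for no effect and tracer alone without Siah for full effect; strong numbers were not always called active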
Hep lipid drop – modulators of hepatic lipid droplet formation; hit rate 0.4% among 240,000; inhibition, % at 6.5 µM; AML12 mouse hepatocytes, oleate lipid droplets, BODIPY imaging;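 active = lipid droplet intensity inhibited by at least 50%, with more than 500 cells counted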
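Technique: fluorescence imaging, 20x objective, two fields per well / Assay system: AML12 hepatocytes (mouse) / Measure: % inhibition of lipid droplet signal / Doses: 6.5 µM single-point dosing / Incubation: overnight exposure / Reagent: 100 µM oleic acid challenge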
UTI89 phage lysis – protection from phage-mediated lysis, alamar blue read-out – E. coli UTI89, K1F phage, bacterial capsule biogenesis inhibitors (AID 488966); one-dose inhibition, % at 100 µM; IC50 in µM for titrated hits; E. coli UTI89 K1F phage lysis, alamar blue, 2 h; higher % means a stronger effect; hit rate 0.02% among 340,000;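 active = phage lysis inhibition, versus mean bacterial control, above a set limit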;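 also: capsule biogenesis inhibitors block K1F phage lysis so surviving cells raise fluorescence; higher fluorescence means more inhibition of phage lysis; actives were called in the ten point dose series up to 300 µM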
Hep lipid drop cells 6.5 µM – further read-out of Hep lipid drop, marked with its call; cell count; measured here: cell count, cytotoxicity flag;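 cells counted across two imaged fields per well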
Numbers without * were called inactive; [ ] = dose if it differs, or a comment.

SMILES | SIAH1 antagonists | Hep lipid drop | Hep lipid drop cells 6.5 µM | UTI89 phage lysis
CCC(=O)N1CCc2cc(S(=O)(=O)N3CCN(c4ccccc4)CC3)ccc21 | 1.9% | -2.1 | 699 | 0.1%
O=C(CC(CC(=O)c1ccc(Cl)cc1)c1ccccc1C(=O)O)c1ccc(Cl)cc1 | -3.3% | 9.4 | 812 | 0.1%
Cc1ccc(S(=O)(=O)NCC(=O)Nc2ccc3c(c2)OCO3)cc1 | -2.9% | -10.7 | 794 | 0.3%
COc1ccccc1CNC(=O)CCNS(=O)(=O)c1ccc2c(c1)oc(=O)n2C | 0.4% | -13.7 | 616 | 0.3%
CC(=O)Nc1ccc(-c2nc3ccccc3c(=O)o2)cc1 | -1.1% | 4.7 | 849 | 0.1%
O=C(NC(=S)Nc1cccc(Cl)c1Cl)C1CC1 | 11.7% | -0.8 | 828 | 1.5%[50 µM]
CN(C)CCCN(C(=O)COc1ccccc1)c1nc2cc3c(cc2s1)OCO3 | -7.8% | -1.0 | 884 | 2.0%[50 µM]
COCCN(C(=O)CCC(=O)Nc1cc(C)on1)C(C(=O)NC1CCCC1)c1ccccc1F (stereo not given) | -2.7% | -9.1 | 810 | -0.3%
Cc1ccc(N(CCC#N)C(=O)COC(=O)c2ccccn2)cc1 | 3.3% | 12.7 | 844 | 0.0%
Cc1cc(NC(=O)CCC(=O)N(Cc2ccco2)C2(C(=O)NC3CCCC3)CCCCC2C)no1 (stereo not given) | -1.2% | -22.2 | 791 | 0.0%
CCC(C)(C)C(=O)Nc1nnc(CCc2ccccc2)s1 | -1.2% | -5.4 | 817 | 0.0%
Cc1ccc(C)c(N2CCN(C(=O)c3cc(S(=O)(=O)N4CCCC4)cn3C)CC2)c1 | -3.7% | -16.1 | 763 | 7.3%
COc1ccc(-n2nnnc2-c2ccc(S(C)(=O)=O)cc2Cl)cc1 | 2.8% | -7.7 | 810 | 0.0%
O=C(NCCN1CCCCC1)c1cc(COc2c(F)cccc2F)on1 | -4.0% | -8.9 | 727 | -0.1%
N#Cc1cc2ccccc2n2nnnc12 | -1.2% | -9.4 | 795 | 0.7%
Cc1nc2ccccc2c(=O)n1/N=C/c1ccc(O)c(O)c1O | 27.3% | 4.6 | 781 | 1.6%
CCCNC(=O)Cn1c(=O)n(CC(=O)N2CCCCC2)c(=O)c2sccc21 | 13.6% | 0.2 | 714 | 0.3%
Cc1cc(C)n(CC(=O)NNC(=O)C2CC(=O)N(Cc3ccccc3Cl)C2)n1 (stereo not given) | 1.3% | -12.5 | 690 | 0.9%[50 µM]
CC(CN1CCCC1)OC(=O)Cc1ccc(Cl)cc1 (stereo not given) | -1.3% | 15.8 | 811 | 0.2%
O=C(CCN1C(=O)S/C(=C\C=C\c2ccccc2)C1=O)Nc1ccc(O)cc1 | -0.9% | -6.3 | 731 | -0.2%
CCN(CC)C(=O)COCc1cc(-c2ccc3c(c2)OCO3)on1 | -6.7% | 2.5 | 826 | 0.1%
COc1ccccc1Oc1cn[nH]c1-c1ccc(O)cc1O | -2.5% | 2.4 | 828 | 0.2%
C=CCN(CC=C)C(=O)c1ccc(OC2CCN(C(C)=O)CC2)c(OC)c1 | -0.1% | -2.4 | 835 | 0.2%
COc1ccc2[nH]cc(CCNC(=O)CS(=O)(=O)Cc3ccccc3)c2c1 | 3.1% | -11.2 | 797 | 0.2%
CCn1nc(NS(=O)(=O)c2ccccc2[N+](=O)[O-])c2cc3cccc(C)c3nc21 | 5.4% | -1.8 | 654 | -0.1%

Retrieved by compound from above (two):
SMILES | SIAH1 antagonists | Hep lipid drop | Hep lipid drop cells 6.5 µM | UTI89 phage lysis
CN(C)CCCN(C(=O)COc1ccccc1)c1nc2cc3c(cc2s1)OCO3 | -7.8% | -1.0 | 884 | 2.0%[50 µM]
CCN(CC)C(=O)COCc1cc(-c2ccc3c(c2)OCO3)on1 | -6.7% | 2.5 | 826 | 0.1%

(further entries)
SMILES | SIAH1 antagonists | Hep lipid drop | Hep lipid drop cells 6.5 µM | UTI89 phage lysis
COc1ccc(S(=O)(=O)c2c(O)c3ccc(C(=O)Nc4ccccc4Cl)cc3[nH]c2=O)cc1 | -2.9% | 2.8 | 740 | 0.2%
COc1ccccc1N1CCN(C(=O)c2ccccc2N(C)S(=O)(=O)c2ccc(C)cc2)CC1 | -1.5% | 4.6 | 818 | -0.5%[50 µM]
CC1CN(C(=O)CCC(=O)NCc2ccc(Cl)cc2)c2ccccc2S1 (stereo not given) | 0.6% | -14.4 | 767 | -2.9%
COc1cc(NC(=O)CCNC(=O)Cn2cnc3sc4c(c3c2=O)CCCC4)cc(OC)c1OC | 6.1% | 2.5 | 738 | 0.4%
CCN(CC(=O)Nc1ccc2c(c1)OCCO2)C(=O)c1cccc(OCC(C)C)c1 | -3.8% | 1.2 | 726 | 0.3%[50 µM]
COc1cccc(NC(=O)NNS(=O)(=O)c2ccc(OC)cc2OC)c1 | 0.6% | 10.2 | 855 | -0.1%
COc1ccc(/C=C\C(=O)NCC(=O)N/N=C/c2cccc(OC)c2O)cc1 | 0.2% | 13.0 | 749 | 0.2%
O=C(CSc1nc2ccccc2[nH]1)Nc1ccc(N2CCOCC2)cc1 | 2.7% | 1.1 | 808 | -0.1%
COc1ccc(CC(=O)N2CCN(c3ccccc3)CC2)cc1 | 1.1% | -6.1 | 870 | 0.0%
CCOC(=O)C(Cc1ccc(O)cc1)NC(=O)CCc1c[nH]c2ccccc12 (stereo not given) | 6.2% | 13.7 | 814 | 0.2%
CSc1ccc(CN2CCC(N3CC(C)OC(C)C3)CC2)cc1 (stereo not given) | 12.0% | -0.5 | 784 | 0.0%
O=NNc1nc2ccccc2n1Cc1ccccc1 | -14.7% | -3.1 | 776 | 0.8%
Cc1cc(C)cc(Oc2coc3c(CN(C)C)c(O)ccc3c2=O)c1 | 4.5% | 7.1 | 821 | -0.1%
CC1CCCC(NC(=O)CCS(=O)(=O)c2cc3c(cc2Cl)NC(=O)CO3)C1C (stereo not given) | -2.8% | 2.7 | 773 | 0.0%
COc1ccc(S(=O)(=O)N2CCN(CC3CC=CCC3)CC2)cc1 (stereo not given) | -1.6% | 2.4 | 792 | 0.0%
COc1ccc(C(=O)NCC(=O)N/N=C/c2cccnc2)cc1 | 1.0% | 17.2 | 768 | 0.5%
COc1ccccc1OCCOCCN1CCCC1 | 4.2% | 4.2 | 863 | 0.0%
CC(C)(C)NC(=O)N1CCN(c2nc3ccc(Cl)cc3s2)CC1 | 12.5% | 6.4 | 423 | -0.1%
Cc1c(C)n(CCCN(C)C)c2ncnc(Nc3ccccc3)c12 | -7.5% | 4.0 | 861 | -0.3%
OCC[C@@H]1C[C@H](O)[C@@H](O)[C@]2(OCCc3ccccc32)O1 | -2.1% | 1.2 | 763 | 2.8%
Cc1onc(-c2ccccc2)c1C(=O)NCc1ccc(Cl)cc1 | -1.3% | -20.1 | 774 | -0.7%[50 µM]
Cc1ccc(/C=C/C(=O)Nc2ccc(S(=O)(=O)Nc3onc(C)c3C)cc2)cc1 | -0.1% | 4.2 | 810 | -0.4%
CCC(=O)N1N=C(c2cccs2)CC1c1ccc(C)cc1 (stereo not given) | 1.6% | 0.6 | 803 | 1.0%
CCc1cccc(NC(=O)c2cnn(-c3ccccc3)c2C)c1 | 0.4% | 17.8 | 807 | 0.3%
COC(=O)C1(C)NC(c2ccc(F)cc2)C2C(=O)N(c3ccc(C)cc3)C(=O)C21 (stereo not given) | 4.2% | -2.4 | 827 | -0.2%

Some of the entries above, set out differently:
COc1ccc(S(=O)(=O)N2CCN(CC3CC=CCC3)CC2)cc1 (stereo not given)
  SIAH1 antagonists = -1.6%	Hep lipid drop = 2.4	Hep lipid drop cells 6.5 µM = 792	UTI89 phage lysis = 0.0%

COc1ccc(C(=O)NCC(=O)N/N=C/c2cccnc2)cc1
  SIAH1 antagonists = 1.0%	Hep lipid drop = 17.2	Hep lipid drop cells 6.5 µM = 768	UTI89 phage lysis = 0.5%

COc1ccccc1OCCOCCN1CCCC1
  SIAH1 antagonists = 4.2%	Hep lipid drop = 4.2	Hep lipid drop cells 6.5 µM = 863	UTI89 phage lysis = 0.0%

CC(C)(C)NC(=O)N1CCN(c2nc3ccc(Cl)cc3s2)CC1
  SIAH1 antagonists = 12.5%	Hep lipid drop = 6.4	Hep lipid drop cells 6.5 µM = 423	UTI89 phage lysis = -0.1%

Continuation:
SMILES | SIAH1 antagonists | Hep lipid drop | Hep lipid drop cells 6.5 µM | UTI89 phage lysis
NC(=O)C[n+]1cccc(C(=O)Nc2ccccc2)c1 | -1.8% | -1.4 | 856 | 1.5%
O=C(Cc1ccc([N+](=O)[O-])cc1)Nc1ccc(Br)cn1 | 1.2% | -9.7 | 817 | 0.1%
O=C(Nc1ccc2nc3n(c(=O)c2c1)CCCCC3)C(=O)N1CCN(c2ccccc2)CC1 | -1.0% | 4.3 | 815 | 6.3%
Cc1cc2cc(OCc3ccccc3)ccc2n1C | -3.5% | -2.1 | 817 | 0.3%
O=C(/C=C/c1ccc(F)cc1)N1CC[C@@]2(O)CCCC[C@H]2C1 | -1.5% | 1.6 | 695 | -1.6%
CC(=O)Nc1ccc(NC(=O)COc2ccc(Cl)cc2Cl)cc1 | -7.2% | 4.7 | 832 | 0.3%
CC1CC(C)CN(S(=O)(=O)N2CCCC(C(=O)NC3CCCCC3C)C2)C1 (stereo not given) | 0.7% | 9.2 | 695 | 0.6%
COc1ccc(CC(=O)N/N=C/c2cccnc2)cc1OC | 12.3% | -15.0 | 655 | -0.8%[50 µM]
COc1ccc(C(=O)N(CCc2ccccc2)Cc2cccs2)c(OC)c1 | 1.2% | -27.7 | 637 | -0.3%
COc1ccc(/C=N\NC(=O)c2ccc([N+](=O)[O-])cc2)cc1COc1c(F)c(F)cc(F)c1F | -4.5% | -4.7 | 563 | -0.1%
COc1cccc(NC(=O)CCC2CCN(C(=O)c3c(C)noc3C)CC2)c1 | -4.0% | 1.3 | 769 | 0.2%
CCn1c(SCC(=O)N(C)Cc2ccc(OC)c(F)c2)nc2cc(S(N)(=O)=O)ccc21 | -1.9% | -14.2 | 765 | -0.2%
CCc1c(C)c2cc(Cl)c(O)c(CN3CCCC3)c2oc1=O | 0.5% | -1.8 | 849 | -2.0%[50 µM]
COc1cc(NC(=O)CC(C)n2ccnc2)cc(OC)c1 (stereo not given) | 12.5% | -9.8 | 827 | 0.0%
Cc1ccc(C)c(N(C)S(=O)(=O)c2ccc3c(c2)oc(=O)n3C)c1 | -3.2% | -0.1 | 862 | 0.2%
CC(C)OCC(O)CN1CCC(Cc2ccccc2)CC1 (stereo not given) | 0.7% | 0.2 | 734 | 0.1%
Cc1ccc(C)c(N2CCN(S(=O)(=O)c3ccc4c(c3)C(C)(C)C(=O)N4C)CC2)c1 | 3.4% | -11.2 | 754 | 8.9%
Cc1cccc(-n2ccc(=O)c(C(=O)Nc3ccc(S(=O)(=O)N4CCOCC4)cc3)n2)c1 | 0.7% | 11.4 | 684 | 0.3%
Cn1cccc1/C=N/NC(=O)c1cccs1 | 12.4% | -13.1 | 699 | 4.6%
CC1CN(c2ccnc3cc(Cl)ccc23)CC(C)O1 (stereo not given) | -3.8% | -19.5 | 737 | -0.1%
COc1cccc(CC(=O)Nc2ccc3c(c2)CCC3)c1 | 15.1% | 7.9 | 843 | 1.7%
Cc1ccc(OCCNC(=O)CCc2nc3sc4c(c3c(=O)[nH]2)CCCC4)cc1 | 1.2% | 0.6 | 741 | -1.0%[50 µM]
CC(Oc1ccc2ccc(=O)oc2c1)C(=O)NCCN1CCOCC1 (stereo not given) | 4.0% | 3.7 | 758 | -0.2%
CCCOc1ccc(C(=O)Nc2ccc3c(c2)OCCO3)cc1 | -6.9% | -1.6 | 817 | -0.3%
CC1CN(C(=O)CCC(=O)N2CCCCC2)c2cc(Cl)ccc2O1 (stereo not given) | -3.8% | -13.5 | 641 | -0.1%
Later entries:
SMILES | SIAH1 antagonists | Hep lipid drop | Hep lipid drop cells 6.5 µM | UTI89 phage lysis
CCN1CCCC1CNC(=O)c1cc(COc2ccc(C)c(C)c2)on1 (stereo not given) | -1.2% | -3.4 | 745 | 0.3%
CC(=O)c1ccccc1OCC(O)CN1CCN(c2ccccn2)CC1 (stereo not given) | -3.5% | -13.0 | 687 | 0.1%
Cc1ccc2nc(-c3cccc(Br)c3)cc(C(=O)NCC3CCCO3)c2c1 (stereo not given) | -0.3% | -2.6 | 837 | 0.2%[50 µM]
COc1ccccc1CN1CCN(Cc2cc(OC)c(OC)cc2OC)CC1 | -6.2% | -13.1 | 818 | -1.2%
COc1cccc2c1-c1c(O)cccc1C2=O | 15.7% | 0.4 | 789 | 0.0%
CS(=O)(=O)C1=NN2C(=N)/C(=C\c3ccc(OCCOc4ccccc4)cc3)C(=O)N=C2S1 | 21.0% | 2.9 | 791 | 0.1%
COc1ccccc1NC(=O)Nc1nnc(Cc2ccc(F)cc2)s1 | 1.2% | 1.3 | 797 | -0.5%
O=C(CSc1nc2ccc(Nc3nc(N4CCOCC4)nc(N4CCOCC4)n3)cc2s1)Nc1ccccc1F | 0.8% | 9.1 | 708 | 1.2%[50 µM]
CCOC(=O)c1c(NC(=O)C2CCCCC2)sc2c1CCN(CC)C2 | 1.0% | -1.0 | 746 | 2.7%
CC(=O)c1ccc(NS(=O)(=O)c2ccc(-c3cnc(C4CC4)o3)cc2)cc1 | -3.4% | 0.0 | 741 | 0.0%

Screens (PubChem BioAssay)

These rows are one share of the data; the hit share may differ from the screen's.
